Compound activity: PubChem BioAssay, National Center for Advancing Translational Sciences (NCATS)
aSyn yeast inh = alpha-synuclein toxicity inhibition in yeast. AID 652106. Potency, µM (titrated, usually from 46.1 µM), inactives show at the top dose growth rescue (activation), hits mostly activators. 0.14% of 370,000 active. Yeast expressing alpha-synuclein, growth rescue, BacTiter-Glo, 24 h; further: potency means the concentration at half of the fitted maximal effect; % of control where 0% means no effect; nearly all actives have a fitted effect of over 65% in size
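Screening used galactose-induced yeast with toxic alpha-synuclein levels, exposed to compound for 24 hr at 30 deg C. Cell growth, read with BacTiter-Glo luminescence, gave the measured signal.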
FUS suppressor = FUS proteinopathy suppression in yeast. S. cerevisiae FUS-expressing, growth rescue, OD600, 24 h. Potency, µM (doses to about 76.6 µM), for inactives: at the top dose growth rescue (activation), hits mostly activators. 0.24% of 390,000 active. AID 1347120;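 further: potency means the concentration at half of the fitted maximal effect; plate controls were DMSO vehicle for no effect and reference control for full effect; nearly all actives have a fitted effect of over 55% in size; some results filed as inactive show a strong effect at the top dose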
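Yeast FUS proteinopathy model; galactose-induced FUS (2%), starting OD 0.005. Cpds in dilution series, 24hr, 30C, 99% humidity. Abs 600 nm growth. Pos ctrl CP55940 (top 92uM final); neg ctrl DMSO.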
WRN inhibitor = inhibitors of human WRN helicase. 0.46% of 360,000 active. Potency, µM (titrated, usually from 114 µM), for inactives: at the top dose activity change, negative = inhibition, most hits filed as inhibitors. Q14191. WRN helicase unwinding, fluorescent forked duplex, kinetic; further: potency means the concentration at half of the fitted maximal effect; on the % scale 0 is the no-effect control and ±100 the full control effect; nearly all actives have a fitted effect of over 55% in size
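Screening of the MLSMR collection measured strand separation of a quenched forked DNA duplex (100 nM) by 20 nM WRN with 2 mM ATP, all final. Compounds were preincubated with enzyme 15 min at room temperature.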
EPAC1 antag = antagonists of human EPAC1; O95398; EPAC1 GEF assay, Rap1b-BODIPY-GDP exchange fluorescence; Potency, µM (titrated, usually from 115 µM), without a hit: at the highest dose activity change, negative = inhibition, hits mostly inhibitors; 0.14% of 360,000 active; AID 720709;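 further: potency means the concentration at half of the fitted maximal effect; plate controls were vehicle for no effect and positive control for full effect; nearly all actives have a fitted effect of over 50% in size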
Target sequence (O95398 whole entry, looked up): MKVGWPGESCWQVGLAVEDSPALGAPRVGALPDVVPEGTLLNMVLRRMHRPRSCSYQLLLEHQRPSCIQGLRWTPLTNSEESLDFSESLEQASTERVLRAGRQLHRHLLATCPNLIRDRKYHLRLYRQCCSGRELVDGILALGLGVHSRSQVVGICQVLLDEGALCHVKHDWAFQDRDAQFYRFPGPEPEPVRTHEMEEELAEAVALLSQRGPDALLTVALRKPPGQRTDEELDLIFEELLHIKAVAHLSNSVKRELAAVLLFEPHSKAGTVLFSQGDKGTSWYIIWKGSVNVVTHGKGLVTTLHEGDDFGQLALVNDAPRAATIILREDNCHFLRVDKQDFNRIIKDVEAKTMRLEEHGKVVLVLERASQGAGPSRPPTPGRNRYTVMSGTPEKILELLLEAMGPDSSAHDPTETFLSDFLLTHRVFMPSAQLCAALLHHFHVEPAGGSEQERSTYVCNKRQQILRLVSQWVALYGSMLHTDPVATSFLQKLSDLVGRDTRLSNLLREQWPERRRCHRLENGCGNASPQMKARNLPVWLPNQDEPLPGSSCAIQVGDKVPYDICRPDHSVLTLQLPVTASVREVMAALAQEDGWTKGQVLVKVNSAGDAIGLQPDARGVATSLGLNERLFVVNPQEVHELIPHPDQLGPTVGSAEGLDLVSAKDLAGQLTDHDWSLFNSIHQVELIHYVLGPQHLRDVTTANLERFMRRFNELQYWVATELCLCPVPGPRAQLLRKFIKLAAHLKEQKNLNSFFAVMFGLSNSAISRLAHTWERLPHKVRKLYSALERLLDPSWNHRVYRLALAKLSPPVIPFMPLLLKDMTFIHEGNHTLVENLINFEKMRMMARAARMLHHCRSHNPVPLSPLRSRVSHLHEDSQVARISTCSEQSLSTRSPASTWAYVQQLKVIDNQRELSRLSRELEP
EPAC1 agonist = EPAC1 (human) agonism | EPAC1 agonist qHTS, biochemical assay; response scale: 100% = response to 6.5 mM cAMP | 0.073% of 360,000 active | Potency, µM (titrated, usually from 154 µM), inactives show at the top dose activation, actives largely listed as activators | O95398 | AID 720707; further: potency means the concentration at half of the fitted maximal effect; nearly all actives have a fitted effect of over 60% in size
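Read-out is the fluorescence drop as BODIPY-GDP leaves Rap1B (480 nm excitation, 540 nm emission), recorded every 5 minutes over 30 minutes. Reactions held 100 nM EPAC1, 250 nM Rap1B–BODIPY-GDP and 50 uM GDP, with 6.5 mM cAMP setting full activation.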
Abeta rescue = A-beta toxicity reversal in yeast. AID 1347071. 0.063% of 410,000 active. yeast expressing A-beta42, growth rescue, OD600, 48 h; response scale: 0% DMSO, 100% iron-clioquinol control. Potency, µM (top dose mostly 46.1 µM), inactives show at the top dose growth rescue, hits mostly activators; further: potency means the concentration at half of the fitted maximal effect; nearly all actives have a fitted effect of over 55% in size
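Growth rescue measured by 600 nm absorbance after 48 h yeast culture at 30 C with compound. Values normalized between DMSO and an equimolar ferric chloride plus clioquinol control.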
PI5P4Ka inh = inhibitors of human PI5P4K alpha; P48426; PI5P4Kalpha enzyme, ADP-Glo luminescence, 60 min; hits give low values; max response, %; 1.2% of 330,000 active; AID 652105; active means max response of -50% or lower; inconclusive means between -30% and -50%; inactive means -30% or higher; further: value at the top dose of about 77 µM; on the % scale 0 is the no-effect control and ±100 the full control effect
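ADP-Glo luminescence end-point after a 60 min room-temperature kinase reaction. PI5P4Kalpha and substrate in HEPES pH 7.4 buffer with EGTA, 0.1% CHAPS and 5% DMSO; ATP at 5 microM final.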
PLK1 PBD block = PLK1 (human) polo-box domain binding inhibition; Plk1 PBD binding of FITC phosphopeptide, fluorescence polarization; Potency, µM, for the others: max response, negative = inhibition, hits mostly inhibitors; 2.8% of 360,000 active; AID 720504; further: potency means the concentration at half of the fitted maximal effect; series mostly up to about 57 µM; on the % scale 0 is the no-effect control and ±100 the full control effect; nearly all actives have a fitted effect of over 65% in size
IL-2 act = activators of IL-2 | IL-2 activation reporter assay, cell-based qHTS; stimulated with anti-CD3/CD4/CD28 beads; in transgenic mouse T cells | activation, % (series mostly up to about 46 µM) | 0.065% of 360,000 active | AID 652025; in the data active means activation above about 50%; inconclusive means mostly about 30% to 49%; further: 0% is about no effect
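Unstimulated transgenic mouse T cells preincubated 60 min with compound, then stimulated with anti-CD3/anti-CD4-coated beads plus anti-CD28 for 18 h at 37 degrees C. IL-2 response read as EGFP and DsRed fluorescence by plate cytometry.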
An asterisk follows results filed as active; ? = inconclusive; . = no result given; & = joins results of further samples; [ ] = dose if it differs, or a comment. Unless noted, the call rests on the fitted dose curve; in most records, active means well fitted curve in the direction sought with a large enough effect; inconclusive means small, poorly fitted or top-dose-only effect, or another doubt; inactive means no such curve, though single readings can be large; an effect the other way counts as inactive or inconclusive.

SMILES | aSyn yeast inh | FUS suppressor | WRN inhibitor | EPAC1 antag | EPAC1 agonist | Abeta rescue | PI5P4Ka inh | PLK1 PBD block | IL-2 act
NC(=O)CSc1nnc(-c2ccc(O)cc2)n1Cc1ccco1 | 2% | 0% | -5% | 0% | 0% | 6% | -2 | -1% | -0.1
O=C(c1n[nH]c(=O)c2ccccc12)N1CCN(c2ccccc2Cl)CC1 | 2% | 18% | -8% | -10% | -2% | -3% | -17 | -19% | -1.2
CCc1c(C2(O)CCCCC2)[nH]c2ccc(C(=O)OC)cc12 | 9% | -11% | 4% | 6% | -10% | 1% | -2 | -16% | 1.7
CN1CC(=O)N(CC(=O)Nc2ccc(OCc3ccccc3)cc2)C1=O | -6% | 31% | -31% | -24% | -4% | 3% | 8 | -7% | 0.4
CCOC(=O)C1CCN(S(=O)(=O)c2ccc3c(c2)N(C)C(=O)CC(=O)N3C)CC1 | -2% | -9%&-4% | 0% | -4% | 9% | 0%&-1% | 2 | ? | -2.1
O=C(O)C[C@H]1c2ccccc2S(=O)(=O)N1c1ccccc1 | -1% | -23% | -1% | 3% | 1% | 2% | 3 | 1% | -0.2
CC(C)CC(NC(N)=O)C(=O)NCc1ccccc1Cl (stereo unspecified) | 1% | 3% | 4% | 14% | -2% | 10% | 0 | 0% | 0.6
COc1ccc(-n2c(SCC(=O)Nc3nccs3)nc3c(c2=O)SCC3)cc1 | 8% | -13% | 2% | 0% | -6% | 8% | -2 | -11% | -2.6
COc1ccc(C2C(C#N)=C(N)OC3=C2C(=O)CC(C)(C)C3)cc1OC (stereo unspecified) | 1% | 8% | -15% | -2% | 6% | 10% | -1 | 1% | 0.0
CCc1ccc(NC(=O)N(CCCN2CCOCC2)Cc2cccs2)cc1 | 0% | -22% | -3% | 3% | -4% | 5% | 1 | -8% | -1.9
COc1ccc(NC(=O)CN(C)C(=O)c2cc(-c3ccc(OC)cc3)nc3ccccc23)cc1 | -12% | ? | -7% | -25% | 13% | -2% | 4 | -12% | -5.7
COc1ccc(Cn2c(C3CC3)nc3ccc(NC(=O)c4ccco4)cc3c2=O)cc1 | -1% | ? | -5%[57.1 µM] | 7% | 7% | -8% | -21 | -2% | 0.3
Cc1nc(C)c(C(=O)C2=C(O)C(=O)N(CCN(C)C)C2c2cccs2)s1 (stereo unspecified) | 18% | -14% | 10% | 11% | -8% | 4% | 0 | -5% | -0.1
CC(=O)c1sc(NC(=O)c2ccc(Cl)cc2)nc1C | 0% | -9% | 0% | 9% | 9% | -7% | -3 | -5% | 0.6
CCn1cc(C(=O)NN)c(=O)c2cc(F)c(NC3CCCCC3)cc21 | -3% | 29% | -9% | -2% | -4% | -13% | -8 | 7% | 0.0
CC(C)(C)c1cc(C(=O)N/N=C/c2ccc([N+](=O)[O-])s2)n[nH]1 | -6% | 9% | -33% | -1% | 4% | 12% | -3 | -6% | -0.4
Cc1cn([C@H]2C[C@H](O)[C@@H](CNCc3ccccc3)O2)c(=O)[nH]c1=O | -5% | -32% | -1% | 6% | 2% | -4% | -7 | -10% | 4.2
COc1ccc(S(=O)(=O)N2CCCC(C(=O)NC3CC3)C2)cc1OC (stereo unspecified) | -1% | 0% | 0% | -7% | -3% | -4% | -6 | 5% | -0.7
CCOC(=O)C1CCN(S(=O)(=O)c2cc(C(=O)OC)n(C)c2)CC1 | 2% | 5% | -8% | 9% | -13% | -16% | 0 | -4% | -3.0
CCn1cc(C(=O)NCc2ccc3c(c2)OCO3)c(=O)c2cc(F)c(N3CCN(C)CC3)cc21 | 18% | -6% | 1% | 4% | 2% | -2% | . | -6% | 0.0
O=[N+]([O-])c1ccc2c(OCc3nnc(-c4ccccc4Br)o3)ncnc2c1 | 28% | 36% | -33% | -14% | 2% | -18% | ? | -6% | -0.3
O=Cc1ccc(OCC(=O)N2CCOCC2)cc1 | -3% | -9% | 9% | -6% | -5% | -12% | 4 | 1% | -2.9
Cc1ccccc1S(=O)(=O)N(CC(O)CN1C(=O)NC(C)(C)C1=O)c1ccccc1 (stereo unspecified) | -2% | 15% | 10% | -11% | -13% | -16% | -14 | -14% | -4.7
NC(=O)c1ncc(C(F)(F)F)cc1Oc1cccc(C(F)(F)F)c1 | 1% | -10% | 1% | -6% | 1% | 12% | 7 | -2% | -0.2
COc1ccc(OC)c(NC(=O)C(CCS(C)(=O)=O)NC(C)=O)c1 (stereo unspecified) | -7% | 7% | 4% | 16% | 7% | 13% | . | 1% | -0.5
Later entries.
SMILES | aSyn yeast inh | FUS suppressor | WRN inhibitor | EPAC1 antag | EPAC1 agonist | Abeta rescue | PI5P4Ka inh | PLK1 PBD block | IL-2 act
CC1(C)CC(=O)C=C(c2cccc3c2Oc2ccccc2S3)C1 | 5% | 35% | -4% | 4% | -5% | 3% | 13 | -6% | -2.1
CCCc1n[nH]c(=O)[nH]1 | 0% | -26% | -30%[57.1 µM] | 4% | -12% | -2% | 2 | -3% | 0.4
COc1cccc(CN(C)C(=O)c2ccccc2SCC(=O)N2CCCC2)c1 | 2% | 19% | -14% | -5% | 9% | 4% | -5 | -3% | 0.5
Cc1noc(C)c1COc1ccc(C(=O)OCC(=O)NC(=O)C2COc3ccccc3O2)cc1 (stereo unspecified) | 1% | . | -12% | -29% | -5% | 6% | 3 | -11% | -4.3
CS(=O)(=O)N(CC(=O)NCc1ccc2c(c1)OCO2)Cc1ccccc1 | 7% | 12% | 8% | 4% | 3% | 5% | ? | 8.4µM* | 1.2
COc1cc(C(=S)N2CCCC2)ccc1OC(=O)c1ccc(Cl)cc1[N+](=O)[O-] | 1% | ? | -4% | -6% | 0% | ? | -1 | -6% | -2.5
COc1cccc(NC(=O)CN(C)C(=O)c2ccc(OCC3CCCO3)cc2)c1 (stereo unspecified) | 3% | 20% | -12% | -7% | -5% | 4% | -4 | -3% | -3.3
COc1ccc(C(=Cc2ccccc2)C(=O)O)cc1 | 22% | 11% | 5% | 14% | 3% | -15% | 7 | -8% | 0.2
COC(=O)CCCC1=CC2=CC(=O)C(C)(OC(=O)c3cccs3)C(=O)C2=CN1CCN1CCOCC1 (stereo unspecified) | -2% | 21% | 3% | -15% | -18% | -2% | -12 | -9% | 0.0
O=C(NC1CCCCC1)C(c1ccccc1)N(C(=O)c1csnn1)C1CC1 (stereo unspecified) | 2% | -25% | 3%[57.1 µM] | -1% | -2% | -1% | -2 | 6% | 0.4
COC(=O)C(NNc1ccccc1)(NC(=O)c1ccc(F)cc1)C(F)(F)F (stereo unspecified) | 7% | 17% | -1% | -1% | 9% | -1% | . | -18% | 2.4
CC(C)(C)C(C(=O)NC1CCCC1)N1CCN(c2ncccc2C#N)CC1 (stereo unspecified) | 0% | 0% | 7% | 18% | -14% | 3% | -9 | -5% | -0.6
COc1ccc(S(=O)(=O)Nc2cccc3c2O[C@H](CN(C)C(=O)Nc2ccc(C(F)(F)F)cc2)[C@@H](C)CN([C@H](C)CO)C3=O)cc1 | 3% | ? | -7% | -28% | -8% | 8% | 8 | 2% | -0.1
CCC(CC)C(=O)c1c[nH]c(C(=O)OC)c1 | -1% | -27% | 3% | 6% | -11% | -7% | 2 | -7% | -0.6
O=C(CSc1nnnn1C1CCCCC1)N1CCOCC1 | -2% | -7% | 5% | 11% | -2% | -12% | -14 | 27µM* | -2.3
CN(C(=O)CCn1c(=S)oc2ccccc21)C1CCCCC1 | 6% | 15% | 4% | 1% | 7% | -10% | -1 | -10% | 0.3
O=C1C=C(Nc2cccc(Cl)c2)CC(c2ccco2)C1 (stereo unspecified) | -6% | -11% | -19% | -3% | 6% | 14% | . | -6% | 0.3
O=C(Oc1cccc(C(=S)N2CCOCC2)c1)c1cccc(Cl)c1 | 5% | . | -24% | -25% | 25% | -16% | -2 | -12% | -3.0
Cc1cc(=O)n2nc(N3CCC(C(=O)NCc4ccco4)CC3)sc2n1 | 0% | -9% | 0% | -29% | -1% | -1% | -2 | -8% | -3.4
COC(=O)c1ccc(NC(=O)COc2ccc3c(c2)OCO3)cc1 | 8% | 11% | -5%[57.1 µM] | -13% | -10% | -2% | 0 | -9% | -0.2
O=C(CC(Nc1ccc(F)cc1)C(=O)O)c1ccccc1 (stereo unspecified) | ? | 11% | ? | -8% | -2% | 10% | 2 | -22% | 1.4
N/C(=N\OC(=O)c1ccc(Cl)c(Cl)c1)c1cccc(CSc2ccccn2)c1 | -49%[inhibitor] | 6% | -5% | -7% | 10% | -61%[inhibitor] | 4 | -9% | 1.3
CC(C)NC(=S)N1CCC(Cc2ccccc2)CC1 | -5% | 12% | 2%[57.1 µM] | -30% | 10% | ? | 5 | 0% | -2.0
O=C(O)CCC(=O)Nc1sc2c(c1C(=O)NCc1ccccc1)CCCC2 | -5% | -18% | 0% | 6% | 21% | 0% | 1 | -3% | 1.0
CCOc1ccccc1C(=O)Nc1ccc2nc3n(c(=O)c2c1)CCCCC3 | 2% | -7% | 5% | 9% | 13% | 1% | 10 | 1% | -0.8
O=C(CC1C[C@H](C(=O)N2CCOCC2)[C@@]2(CCC3CCCC3)c3[nH]c4ccccc4c3CCN2C1=O)NCCC1=CCCCC1 (stereo partly specified) | -5% | -11% | -4% | -4% | -6% | -10% | 1 | -9% | -0.2

Ordered by molecular weight (rising): part of the list above
SMILES | aSyn yeast inh | FUS suppressor | WRN inhibitor | EPAC1 antag | EPAC1 agonist | Abeta rescue | PI5P4Ka inh | PLK1 PBD block | IL-2 act
O=C1C=C(Nc2cccc(Cl)c2)CC(c2ccco2)C1 (stereo unspecified) | -6% | -11% | -19% | -3% | 6% | 14% | . | -6% | 0.3
O=C(CSc1nnnn1C1CCCCC1)N1CCOCC1 | -2% | -7% | 5% | 11% | -2% | -12% | -14 | 27µM* | -2.3
O=C(Oc1cccc(C(=S)N2CCOCC2)c1)c1cccc(Cl)c1 | 5% | . | -24% | -25% | 25% | -16% | -2 | -12% | -3.0
Cc1cc(=O)n2nc(N3CCC(C(=O)NCc4ccco4)CC3)sc2n1 | 0% | -9% | 0% | -29% | -1% | -1% | -2 | -8% | -3.4
